TCR activator = Activators of T cell receptors: qHTS campaign. primary human leukocytes, anti-CD3, IL-2 HTRF, 48 h. Potency, µM (top dose mostly 9.22 µM), inactives show at the top dose activation of IL-2 secretion, usual class: activators. 330,000 tested, under 10 active. AID 504894, 2011; further: % of control where 0% means no effect
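Activity was scored as IL-2 release from primary human leukocytes given only a TCR signal (a-CD3 beads) plus compound for 48 hr. Detection used a two-antibody HTRF format read at 665nm.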
GALK inhibitor = qHTS Assay for Inhibitors of Human Galactokinase (GALK). P51570. Purified GALK, Kinase-Glo residual ATP luminescence. Potency, µM (titrated, usually from 57.5 µM), without a hit: top-dose activity change, negative = inhibition, hits mostly inhibitors. hit rate 0.007% among 270,000; further: potency means the concentration at half of the fitted maximal effect; on the % scale 0 is the no-effect control and ±100 the full control effect
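Quantitative HTS: GALK 5 nM, ATP 35 uM, galactose 100 uM, 1 h room temperature, then luciferase-based ATP detection.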
Coupling enz = qHTS Assay for Inhibitors of Fructose-1,6-bisphosphate Aldolase from Giardia Lamblia: Coupling assay counterscreen | coupling enzyme system counterscreen, AmpLite Red fluorescence | activity change, negative = inhibition, % at 58.2 µM, hits read low | AID 2472, 2010 | hit rate 0.67% among 290,000; in the data active means activity change below about -30%; further: on the % scale 0 is the no-effect control and ±100 the full control effect
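Fluorescence at 525 nm excitation and 598 nm emission measured inhibition of the coupled detection system without aldolase. Compounds (at 57.5 uM final) were preincubated 10 min at room temperature with coupling enzyme reagent before a 20 min substrate/AmpLite Red step.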
Giardia kill = Small Molecules that selectively kill Giardia lamblia: qHTS; Giardia lamblia trophozoite viability; hit rate 0.15% among 340,000; AID 540267, 2011; activity change, % at 7.66 µM, hits read low; in the data active means activity change below about -80%; inconclusive means between about -30% and that limit;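 further: parasites exposed to compound for two days anaerobically before the ATP read; on the % scale 0 is the no-effect control and ±100 the full control effect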
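Compounds were tested on trophozoites seeded at 100 cells/well and held 48 hrs at 37 deg C anaerobically. An ATP-based luminescent kit measured the remaining live cells.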
Tb PFK inh = qHTS Assay to Find Inhibitors of T. brucei phosphofructokinase; Potency, µM (doses to about 57.5 µM), for the others: at the highest dose activity, negative = inhibition, actives largely listed as inhibitors; AID 485367, 2010; ATP-dependent 6-phosphofructokinase (Trypanosoma brucei brucei), O15648; hit rate 0.17% among 330,000; T. brucei PFK, ADP-Glo luminescence;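 further: potency means the concentration at half of the fitted maximal effect; 0% = uninhibited 1x PFK enzyme wells and -100% = no-enzyme wells; nearly all actives have a fitted effect of over 60% in size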
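1.25 nM PFK with 0.5 mM F6P and 0.1 mM ATP in 0.1 M TEA pH 8.0, 5 mM MgCl2, incubated 45 min at room temperature; ADP measured by ADP-Glo luminescence; compounds titrated up to 57 uM.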
A-T KAP1 phos = qHTS Assay for Identifying a Potential Treatment of Ataxia-Telangiectasia; […] A-T fibroblasts, KAP-1 phosphorylation AlphaLISA; neocarzinostatin DNA damage 30 min before lysis; Potency, µM (highest dose often 57.5 µM), inactives show top-dose activation, hits mostly activators; hit rate 0.19% among 320,000; AID 485349, 2010; further: potency means the concentration at half of the fitted maximal effect; % of control where 0% means no effect; nearly all actives have a fitted effect of over 45% in size
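hTERT-immortalized A-T patient fibroblasts ([…]), 500 cells/well in OPTI-MEM, 1% FBS, got compounds for 60 min, then NCS for 30 min at 37C. Lysates were then assayed for phospho-KAP-1 by AlphaLISA (anti-pKAP1 donor, anti-KAP1 acceptor beads), 6 hr at 25C.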
hERG WT inh = qHTS for Inhibitors of KCHN2 3.1: Wildtype qHTS | Voltage-gated inwardly rectifying potassium channel KCNH2 (Homo sapiens), Q12809 | U2OS, BacMam KCNH2, thallium flux FluxOr; stronger effect = lower value | activity change, % at 1.84 µM | hit rate 0.37% among 340,000 | AID 720551, 2013;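 active means maximum activity change below -70%; inconclusive means maximum activity change between -70% and -50%; inactive means maximum activity change above -50%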; further: on the % scale 0 is the no-effect control and ±100 the full control effect
Target sequence (Q12809 whole entry, looked up): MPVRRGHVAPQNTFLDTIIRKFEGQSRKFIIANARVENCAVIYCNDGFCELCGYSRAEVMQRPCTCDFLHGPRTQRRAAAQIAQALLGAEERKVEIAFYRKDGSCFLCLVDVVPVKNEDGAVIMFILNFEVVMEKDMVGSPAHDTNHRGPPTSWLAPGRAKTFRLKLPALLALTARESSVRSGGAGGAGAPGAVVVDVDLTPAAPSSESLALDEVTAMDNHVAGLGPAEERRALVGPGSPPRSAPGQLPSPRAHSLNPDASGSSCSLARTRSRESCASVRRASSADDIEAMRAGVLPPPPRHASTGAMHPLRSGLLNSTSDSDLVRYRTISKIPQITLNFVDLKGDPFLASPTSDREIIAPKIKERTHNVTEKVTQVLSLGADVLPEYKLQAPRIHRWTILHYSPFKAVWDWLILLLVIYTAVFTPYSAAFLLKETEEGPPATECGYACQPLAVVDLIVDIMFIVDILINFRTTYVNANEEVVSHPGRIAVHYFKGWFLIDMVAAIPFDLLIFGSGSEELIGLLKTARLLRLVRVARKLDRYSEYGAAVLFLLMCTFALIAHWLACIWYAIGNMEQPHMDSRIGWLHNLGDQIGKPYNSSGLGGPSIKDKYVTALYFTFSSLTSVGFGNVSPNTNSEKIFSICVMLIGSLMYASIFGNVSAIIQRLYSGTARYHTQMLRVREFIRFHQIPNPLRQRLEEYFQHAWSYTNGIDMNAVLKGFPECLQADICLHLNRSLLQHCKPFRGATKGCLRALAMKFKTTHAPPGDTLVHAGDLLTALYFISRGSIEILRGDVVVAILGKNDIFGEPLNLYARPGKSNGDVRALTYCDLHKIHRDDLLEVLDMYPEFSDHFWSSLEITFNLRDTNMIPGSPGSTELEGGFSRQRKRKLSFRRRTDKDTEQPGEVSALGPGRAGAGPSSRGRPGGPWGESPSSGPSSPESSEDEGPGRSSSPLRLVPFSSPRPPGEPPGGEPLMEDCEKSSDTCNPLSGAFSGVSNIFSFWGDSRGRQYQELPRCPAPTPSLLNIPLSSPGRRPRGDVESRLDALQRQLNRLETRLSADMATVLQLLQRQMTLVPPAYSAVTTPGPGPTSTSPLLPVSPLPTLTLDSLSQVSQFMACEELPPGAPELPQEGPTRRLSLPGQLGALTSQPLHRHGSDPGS
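U2OS cells were transduced with wild-type KCNH2 virus (2.03 x 10^8 / mL) for 4 h at room temperature, then cultured overnight at 37 C. Thallium flux was read with FluxOr dye. Rate constants were normalized to DMSO controls.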
BCR signal inh = qHTS Assay to Find Inhibitors of Chronic Active B-Cell Receptor Signaling. ABC-DLBCL IkBa-CBG/CBR reporter, luminescence ratio, 4 h. Potency, µM (doses to about 46.1 µM), for the others: at the highest dose ratio change, negative = lower green/red ratio, actives largely listed as inhibitors. hit rate 0.05% among 340,000. AID 493014, 2011; active means well fitted inhibition curve with a large enough effect in the signal ratio, with a control signal flat, not every such curve was filed as active; inconclusive means small, poorly fitted or top-dose-only effect, or effect the other way, or a change in a side signal; the % refers to the signal ratio;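 further: potency means the concentration at half of the fitted maximal effect; plate controls were basal doxycycline-induced cells for no effect and cells given 10 µM MG132 for full effect; MG132 reads +100%, hits lower the ratio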
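Doxycycline induced both beetle luciferases in TMD8 lymphoma cells; IKK-driven degradation limits the IkappaBalpha-fused green signal, while red luminescence normalises for cell number and nonspecific effects. Compounds tested up to 46 uM, 4 hrs.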
CXXC DNA block = qHTS Fluorescence Polarization Assay for Inhibitors of MLL CXXC domain - DNA interaction; hit rate 0.037% among 290,000; AID 2662, 2010; MLL-CXXC / FITC-HOXA9 DNA fluorescence polarization; Potency, µM (highest dose often 115 µM), for the others: top-dose activity change, negative = inhibition, actives largely listed as inhibitors; Histone-lysine N-methyltransferase 2A (Homo sapiens), Q03164; active means well fitted inhibition curve with a large enough effect in the polarisation, with a control signal flat, not every such curve was filed as active; inconclusive means small, poorly fitted or top-dose-only effect, or effect the other way, or a change in a side signal; inactive means no such curve, though single readings can be large or run the other way; the % refers to the polarisation; further: potency means the concentration at half of the fitted maximal effect
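Fluorescence polarization: 7 uM MLL-CXXC (stock) preincubated 5 min with compounds, then 50 nM fluorescein-HOX-A9 DNA (stock) added; 30 min ambient. Buffer 50 mM Tris-HCl pH 7.5, 50 mM NaCl, 1 mM DTT, 0.05% BSA.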
TSHR antag = Antagonists of the Thyroid Stimulating Hormone Receptor: HTS campaign; hit rate 0.2% among 330,000; TSHR-expressing cells, TSH-stimulated cAMP HTRF, 2 h; stronger effect = lower value; activity change, negative = inhibition, % at 11.5 µM;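 active means activity change below a set negative limit, meaning inhibition stronger than a set level, cut at about -70% in these data; inconclusive means activity change between two set negative limits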; further: on the % scale 0 is the no-effect control and ±100 the full control effect
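Antagonism was scored as loss of TSH-driven cAMP in TSHR cells, stimulated with 4nM TSH (EC80) for 2 hours at 37 deg C and detected by homogeneous HTRF competition immunoassay.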
An asterisk follows results filed as active; i = inactive; ? = inconclusive; · = no result given; [ ] = another dose, or the depositor's remark. Unless noted, the call rests on the fitted dose curve; in most records, active means well fitted curve in the direction sought with a large enough effect; inconclusive means small, poorly fitted or top-dose-only effect, or another doubt; inactive means no such curve, though single readings can be large; an effect the other way counts as inactive or inconclusive.

SMILES	TCR activator	GALK inhibitor	Coupling enz	Giardia kill	Tb PFK inh	A-T KAP1 phos	hERG WT inh	BCR signal inh	CXXC DNA block	TSHR antag
COC(=O)c1cnn2c1C(=O)N(Cc1cccs1)CC2	3%	-1%	0	4	1%	0%	-12	?	0%	-5
CN1CCN(c2ccc(NC(=O)c3cccs3)cc2)CC1	11%	6%	0	-6	-5%	3%	-2	?	6%	-5
CC(OC(=O)c1cccc(-n2cnnn2)c1)C(=O)N(C)c1ccccc1 (configuration not stated)	0%	6%	·	41[activator]	1%	5%	-17	?	-5%	14
Cc1ccc(Cl)cc1N1CCN(C(=O)C2CCN(c3nnc(-n4cccc4)s3)CC2)CC1	-9%	-2%	4	5	0%	-13%	0	4%	34%[activator]	-11
COc1cccc(N2CCN(C(=O)c3ccc4ccccc4c3)CC2)c1	-6%	·	·	4	8%	-8%	-14	?	·	·
CC1Cc2ccccc2N1C(=O)CN(C)S(=O)(=O)c1cccc2cccnc12 (configuration not stated)	16%	1%	1	0	-6%	-2%	4	-9%	1%	-3
CCOC(=O)[C@H]1[C@H]2COc3cc(OC)ccc3[C@@H]2N2C(=O)c3c(C)cc(C)cc3NC(=O)[C@@]12C	-4%	·	·	-4	-2%	8%	13	-2%	·	-8
CC1Cc2nc(SCC(N)=O)n(C)c(=O)c2S1 (configuration not stated)	-2%[46.1 µM]	1%	2	7	1%	6%	-5	-1%	5%	12
Cc1ccccc1NC(=O)CCN1C(=O)c2ccccc2C1=O	4%	1%	-1	8	-3%	-3%	-4	0%	8%	8
COc1ccccc1CCC(=O)OCC(=O)NC1CCCCC1	-4%	-3%	·	12	-1%	-5%	-9	-7%	0%	-10
CCC(C)NC(=O)CSc1nc(-c2cccs2)cc(C(F)(F)F)n1 (configuration not stated)	·	-1%	-1	0	2%	·	0	13%	-2%	39
CN1CC(=O)N(CC(=O)Nc2ccc(Cl)c(C(F)(F)F)c2)C1=O	6%	-2%	-2	13	-5%	3%	-1	15%	-2%	-15
COC(=O)c1cc(NS(=O)(=O)c2cccs2)cc(NS(=O)(=O)c2cccs2)c1	4%	·	·	-8	16%	2%	-12	?	·	13
O=C(Nc1cc2c3c(c1)CC(=O)N3CCC2)c1ccccc1F	-1%	·	·	1	3%	7%	6	?	·	-6
CCOC(=O)c1c(NC(C)=O)no[n+]1[O-]	5%[46.1 µM]	0%	-4	-6	1%	2%	3	4%	-3%	7
COC(=O)c1ccccc1NC(=O)c1cccnc1	0%	-5%	0	-2	-1%	13%	10	2%	-6%	-5
COc1ccccc1N1CCN(/N=C/c2ccc(O)c(O)c2)CC1	0%	6%	-6	12	?	-2%	7	?	-6%	0
O=C(NCc1cccs1)Nc1ccc2c(c1)OCO2	5%	2%	1	-9	0%	2%	1	?	2%	-5
CN(C)CCCN(C(=O)c1ccc(S(=O)(=O)N2CCc3ccccc3C2)cc1)c1nc2c(F)cc(F)cc2s1	-7%	·	·	-19	-1%	-4%	5	6%	·	-3
O=C(O)[C@H](Cc1ccccc1)NC(=O)N1CCN(c2ccc(F)cc2)CC1	-1%	3%	6	-6	-3%	-11%	7	0%	-15%	6
O=C(Nc1ccc2c(c1)oc1ccccc12)N1CCOCC1	-4%	2%	1	26	2%	12%	1	?	10%	-8
N#Cc1ccc(-c2nc3cc(Cl)ccc3c(=O)n2O)cc1	3%	·	-8	14	8%	60%	·	7%	?	15
O=C(N/N=C/c1ccc2c(c1)OCO2)c1ccc(Cn2cc([N+](=O)[O-])cn2)o1	0%[46.1 µM]	2%	-1	7	-21%	12%	0	?	4%	-2
CCCOc1ccccc1C1NC(=O)NC(C)=C1C(=O)OCCOC (configuration not stated)	0%	1%	-1	14	2%	5%	-6	-8%	11%	8
Clc1ccc(CON/C=N/c2ncnc3sccc23)cc1	-3%	0%	0	-14	-9%	-3%	-3	?	-1%	3
Cc1cc(C(=O)NNC(=O)c2cccc(Cl)c2)no1	-2%	-2%	3	0	3%	0%	1	?	17%	11
NC1=NC(=O)C2(COC(c3cccc([N+](=O)[O-])c3)OC2)S1 (configuration not stated)	-4%	9%	4	3	8%	13%	-9	-1%	11%	-5
CCOc1ccc(Cc2onc3c2C(=O)CCC3)cc1OCC	4%	3%	1	-17	-3%	1%	-8	-14%	-4%	5
COc1ccc(C(=O)NCC(=O)OCc2ccc(Cl)cc2Cl)cc1OC	7%	·	·	-1	-11%	-3%	9	-5%	·	2
N/C(=N\OC(=O)c1cccs1)c1cccc([N+](=O)[O-])c1	-3%	1%	-5	-13	-3%	2%	4	?	0%	2
CC(NC(=O)c1ccc(S(=O)(=O)N(C)C)cc1)c1ccccc1 (configuration not stated)	-8%	0%	3	8	-12%	11%	0	4%	3%	-3
COC(=O)CSc1nc2ccc(NC(C)=O)cc2s1	-1%	-1%	-1	0	-1%	5%	7	?	6%	-13
O=[N+]([O-])c1ccc(NCc2ccccc2N2CCC(CO)CC2)nc1	-1%	3%	0	?	-1%	-16%	4	0%	-2%	-10
O=C(O)Cn1nnnc1SCC(=O)Nc1ccc(F)cc1F	4%	1%	2	10	0%	6%	i	4%	-7%	3
Cc1c(C=O)c2ccccc2n1CC(=O)NCc1ccccc1	-2%	2%	3	5	-7%	2%	-2	1%	4%	12
O=C(CN1CCN(c2ncccn2)CC1)NCc1ccc2c(c1)OCO2	0%	1%	-2	2	-3%	0%	-5	1%	5%	10
CCN1C(=O)c2cccc3cccc1c23	0%	-2%	-8	10	-4%	3%	0	-24%	-1%	-2
CC(=O)c1cccc(NC(=S)NC(=O)c2ccccc2)c1	-5%[46.1 µM]	-2%	1	-15	-3%	3%	-2	?	-2%	2
CC(=O)c1cccc(NC(=O)c2ccc3c(Cl)c4c(nc3c2)CCCC4)c1	2%[46.1 µM]	-4%	1	1	-5%	4%	-1	0%	11%	-8
CC(Sc1nnc2ccccn12)C(=O)Nc1ccc(N2CCOCC2)cc1 (configuration not stated)	0%	·	·	47[activator]	3%	9%	-2	0%	·	1
O=C(CC1Nc2ccccc2NC1=O)c1ccccc1 (configuration not stated)	·	3%	-1	·	-1%	15%	·	?	?	0
NC(=O)NC(=O)COC(=O)/C=C/c1cccs1	-17%	7%	2	?	-3%	1%	-7	7%	-18%	-3

Entries of single compounds, looked up by structure. Order of screens: TCR activator, GALK inhibitor, Coupling enz, Giardia kill, Tb PFK inh, A-T KAP1 phos, hERG WT inh, BCR signal inh, CXXC DNA block, TSHR antag
`O=C(CN1CCN(c2ncccn2)CC1)NCc1ccc2c(c1)OCO2` in the list: 0%, 1%, -2, 2, -3%, 0%, -5, 1%, 5%, 10
`O=C(O)Cn1nnnc1SCC(=O)Nc1ccc(F)cc1F` in the list: 4%, 1%, 2, 10, 0%, 6%, i, 4%, -7%, 3
`CCOc1ccc(Cc2onc3c2C(=O)CCC3)cc1OCC` in the list: 4%, 3%, 1, -17, -3%, 1%, -8, -14%, -4%, 5

In a second layout: results already given
| Structure | TCR activator | GALK inhibitor | Coupling enz | Giardia kill | Tb PFK inh | A-T KAP1 phos | hERG WT inh | BCR signal inh | CXXC DNA block | TSHR antag |
| --- | --- | --- | --- | --- | --- | --- | --- | --- | --- | --- |
| NC1=NC(=O)C2(COC(c3cccc([N+](=O)[O-])c3)OC2)S1 (configuration not stated) | -4% | 9% | 4 | 3 | 8% | 13% | -9 | -1% | 11% | -5 |
| CCN1C(=O)c2cccc3cccc1c23 | 0% | -2% | -8 | 10 | -4% | 3% | 0 | -24% | -1% | -2 |
| CC(NC(=O)c1ccc(S(=O)(=O)N(C)C)cc1)c1ccccc1 (configuration not stated) | -8% | 0% | 3 | 8 | -12% | 11% | 0 | 4% | 3% | -3 |
| N#Cc1ccc(-c2nc3cc(Cl)ccc3c(=O)n2O)cc1 | 3% | · | -8 | 14 | 8% | 60% | · | 7% | ? | 15 |
| COc1ccc(C(=O)NCC(=O)OCc2ccc(Cl)cc2Cl)cc1OC | 7% | · | · | -1 | -11% | -3% | 9 | -5% | · | 2 |

Assay outcomes as filed in PubChem BioAssay.

No enrichment for hits; about 1.6% have a hit in one of these screens.
